# Assay outcomes from PubChem.
# RGS4 block = human RGS4 inhibition; HEK293 M3R/RGS4 inducible, Fluo-4 calcium flux; active compounds read high; triggered by carbachol at its EC20; B-score at 10 µM; 0.45% of 310,000 active;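 active = B-score, a plate-corrected calcium signal, over three deviations above library mean, with baseline fluorescence within five deviations of library mean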;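 also: RGS4 expression induced by doxycycline in cells with stable M3 receptor; B-score is computed from the integrated fluorescence ratio over baseline after carbachol; higher B-score means a larger calcium signal and so more RGS4 inhibition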
# hERG rescue = shields human hERG channel from block by proarrhythmic agents | CHO-hERG, FluxOR thallium flux, dofetilide IC70 present | 0.51% of 310,000 active | activation (rescue from dofetilide block), less the hit threshold, % at 10 µM | AID 1511;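 active = activation above the mean of controls blocked by dofetilide plus 5 SD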;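 also: thallium influx through hERG after potassium depolarization seen as dye fluorescence rise; in these data hits start at about 4.7%; inactives centre near -7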
# KCNK3 inh = human KCNK3 channel inhibition, primary screen; O14649; CHO-KCNK3 thallium flux, FluxOR fluorescence; active compounds read low; B-score at 10 µM; 0.84% of 340,000 active; AID 602410;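 active = B-score under library mean minus 4 SD, starting fluorescence ratio at most library mean plus 5 SD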;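 also: more negative B-score means stronger inhibition of thallium flux through KCNK3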
# MrgX1 agonist = human MrgX1 receptor agonism, primary screen; Q96LB2; MrgX1-HEK293 cells, Fluo-4 calcium fluorescence, agonist mode; active compounds read high; B-score at 10 µM; 0.44% of 310,000 active; AID 588627;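 active = calcium response B-score plate-corrected fluorescence ratio at least 3 library SD, with starting fluorescence B-score inside 5 SD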
# Target sequence (Q96LB2 whole entry, looked up): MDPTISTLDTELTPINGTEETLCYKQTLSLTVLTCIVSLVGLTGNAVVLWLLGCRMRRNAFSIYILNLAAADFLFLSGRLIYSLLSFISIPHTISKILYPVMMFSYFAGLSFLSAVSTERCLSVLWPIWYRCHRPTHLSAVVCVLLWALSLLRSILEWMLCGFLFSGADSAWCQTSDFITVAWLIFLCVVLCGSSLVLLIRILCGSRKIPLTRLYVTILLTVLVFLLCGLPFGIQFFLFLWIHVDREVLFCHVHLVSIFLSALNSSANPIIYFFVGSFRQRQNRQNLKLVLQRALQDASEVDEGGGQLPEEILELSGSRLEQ
#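 Assay system: stable human MrgX1 HEK293 cell line. Quantity: 15,000 cells per well. Schedule: cells plated overnight, dye loaded 0.5 h 37 °C, 0.5 h room temperature. Detection: Fluo-4 NW calcium-flux fluorescence, kinetic read. Read-out basis: peak-minus-minimum fluorescence over baseline, converted to B scores. Control set: positive and negative control wells on each plate.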
# KCNK9 block = human KCNK9 channel inhibition; B-score at 10 µM; HEK293 KCNK9, FluxOR thallium flux fluorescence; active compounds read low; 1.2% of 310,000 active; Q9NPC2;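 active = ratio B-score over 3 SD below the library mean, with starting fluorescence within 5 SD of its mean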;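 also: negative B-score means less thallium flux so channel inhibition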
# MrgX1 allo act = human MrgX1 positive allosteric modulation, primary screen | Q96LB2 | MrgX1-HEK293, Fluo-4 calcium flux, FDSS; active compounds read high | B-score at 10 µM | 0.63% of 310,000 active | AID 588675;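 active = plate-corrected calcium response at least 3 library SD above typical, normal starting fluorescence, not activating the receptor alone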;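 also: compound read alongside a low EC10 to EC30 dose of BAM8-22 agonist; peak minus trough fluorescence over baseline measured at the second addition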
# KCNQ1 pot = potentiates or activates the human KCNQ1 potassium channel | AID 2648 | P51787 | CHO-K1 KCNQ1, thallium flux FluxOR fluorescence; active compounds read high | B-score at 10 µM | 0.35% of 310,000 active;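 active = fluorescence ratio B-score, a plate-corrected score, at least three library SD, with initial intensity B-score within 5 SD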
# Target sequence (P51787 whole entry, looked up): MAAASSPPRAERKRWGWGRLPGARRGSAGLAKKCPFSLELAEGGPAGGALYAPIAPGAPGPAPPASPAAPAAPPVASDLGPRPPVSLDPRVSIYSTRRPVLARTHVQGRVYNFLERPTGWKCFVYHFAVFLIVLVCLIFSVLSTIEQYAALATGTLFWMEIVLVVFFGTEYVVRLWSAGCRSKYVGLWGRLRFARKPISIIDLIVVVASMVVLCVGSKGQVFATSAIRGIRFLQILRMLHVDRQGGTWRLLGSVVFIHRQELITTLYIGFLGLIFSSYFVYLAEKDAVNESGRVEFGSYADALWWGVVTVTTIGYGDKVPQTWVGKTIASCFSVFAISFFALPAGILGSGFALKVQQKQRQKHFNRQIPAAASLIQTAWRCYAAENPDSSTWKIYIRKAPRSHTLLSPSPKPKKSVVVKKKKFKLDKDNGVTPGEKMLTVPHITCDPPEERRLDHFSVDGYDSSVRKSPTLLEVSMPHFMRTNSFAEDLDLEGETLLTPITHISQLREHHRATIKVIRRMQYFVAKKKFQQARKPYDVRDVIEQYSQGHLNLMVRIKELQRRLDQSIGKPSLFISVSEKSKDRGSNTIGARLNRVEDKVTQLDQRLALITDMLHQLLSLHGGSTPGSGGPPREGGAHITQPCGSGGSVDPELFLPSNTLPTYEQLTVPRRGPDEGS
#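 Assay system: stable KCNQ1 CHO-K1 line; medium: assay buffer, equal DMSO in all wells; timing: 90 min dye loading and 20 min compound exposure, both at room temperature; technique: kinetic FluxOR thallium fluorescence, 10-s 1-Hz baseline, 110-s post-stimulus read; read-out basis: B score of baseline-normalized fluorescence ratio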
# ANO1 block = blocks the mouse calcium-activated chloride channel TMEM16A; normalized B-score (activity score, 25-100; higher = stronger inhibition) at 10 µM; Q8BHY3; 1.2% of 310,000 active; HEK293 TMEM16A/YFP iodide influx fluorescence, ionomycin; AID 588511;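 active = ratio plate-corrected score three or more library SD toward inhibition, starting fluorescence score within five deviations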;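 also: score derived from kinetic fluorescence span divided by baseline fluorescence per well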
# KCNQ1 block = human KCNQ1 channel inhibition | P51787 | CHO-K1 KCNQ1, FluxOR thallium flux fluorescence; active compounds read high | AID 2642 | B-score at 10 µM | 1.3% of 310,000 active;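 active = compounds whose thallium flux B-score, printed positive for inhibition, exceeds three library SD while starting fluorescence stays within three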;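 also: channel opened by potassium depolarization with thallium stimulus after 20 min compound exposure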
# TMEM16A act = activators or potentiators of mouse TMEM16A chloride channel | Q8BHY3 | HEK293 TMEM16A/YFP-H148Q/I152L, iodide quench fluorescence; active compounds read low | B-score at 10 µM | 0.3% of 340,000 active | AID 623877;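 active = fluorescence-ratio B-score plate-corrected deviation score at least 3 library SD below zero, with starting fluorescence score within 5 deviations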;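 also: channel opened by trigger with iodide after compound preincubation; score built on the fluorescence ratio of max minus min over baseline; more negative score means more quench and so TMEM16A activation or potentiation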
# RGS4 act = potentiators or activators of RGS4; HEK293 M3R/inducible RGS4, carbachol calcium flux Fluo4; active compounds read low; B-score at 10 µM; 0.92% of 310,000 active;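 active = B-score of the integrated calcium signal more than 4 SD below the library mean, with starting fluorescence not abnormally high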;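 also: negative B-score means reduced calcium response which marks RGS4 activation or potentiation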
#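 test system = M3R-expressing HEK293 line, RGS4 induced by doxycycline | probe or stimulus = carbachol at ECmax as muscarinic agonist stimulus | timing = dye loading 30 min 37 °C, buffer rest 30 min RT | signal = calcium dye Fluo4 fluorescence | evaluation = B score from integrated fluorescence ratio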
# * = called active by the depositor; i = inactive; / = not tested or not shown.
canonical_smiles	RGS4 block	hERG rescue	KCNK3 inh	MrgX1 agonist	KCNK9 block	MrgX1 allo act	KCNQ1 pot	ANO1 block	KCNQ1 block	TMEM16A act	RGS4 act
O=C(COC(=O)c1ccc(S(=O)(=O)N2CCOCC2)cc1)NC1CCCCCC1	i	-3	i	i	i	i	i	i	i	i	i
COc1ccc(C(C(=O)NC2CCCCC2)N(C(=O)CCl)c2ccc(Cl)cc2)cc1 (centres undefined)	i	-8	i	i	i	i	i	i	i	i	i
CCNS(=O)(=O)c1ccc(CCC(=O)O)cc1	i	-6	i	i	i	i	i	i	i	i	i
Cc1cnc(NC(=O)CN(C)S(=O)(=O)c2ccc(Cl)cc2)s1	i	-8	i	i	i	i	i	i	i	i	i
CSc1ncccc1C(=O)Nc1nc2ccc(Oc3ccccc3)cc2s1	i	-29	i	i	i	i	i	i	i	i	i
CC(=O)Nc1c(C(=O)O)oc2ccc(Cl)cc12	i	-8	i	i	i	i	i	i	i	i	i
O=C(Nc1nc2ccccc2[nH]1)c1cccc(Br)c1	i	-4	i	i	i	i	i	i	i	i	i
COc1ccc2c(=O)cc(C(F)(F)C(F)(F)F)oc2c1	i	-3	i	i	i	i	i	i	i	i	i
COc1ccc(C(C(C(=O)c2cccs2)N2CCOCC2)N2CCOCC2)cc1OC (centres undefined)	i	-13	i	i	i	i	i	i	i	i	i
O=C(c1ccc(N2CCOCC2)c([N+](=O)[O-])c1)N1CCCCC1	i	-9	i	i	i	i	i	i	i	i	i
COc1cc2c(cc1OC)CN(Cc1nc3ccsc3c(=O)[nH]1)CC2	i	1	i	i	i	i	i	i	i	i	i
Cc1cccc(NCc2ccccc2O)c1	i	-11	i	i	i	i	i	i	i	i	i
CN1CCN(CCCNCc2cn(CCC#N)c3ccccc23)CC1	i	-7	i	i	i	i	i	i	i	i	i
CC1CCN(CCCNC(=O)c2cc3sccc3n2C)CC1	i	-12	i	i	i	i	i	i	i	i	i
CS(=O)(=O)N(CC(=O)N1CCCCCC1)c1ccccc1	i	-5	i	i	i	i	i	i	i	i	i
CCOC(=O)N1CCN(C(=O)c2ccc(Cn3c(=S)[nH]c4cc5c(cc4c3=O)OCO5)cc2)CC1	i	-13	i	i	i	i	i	i	i	i	i
Cc1ccccc1NS(=O)(=O)c1ccc(NC(=O)N2CCCCC2)cc1	i	-8	i	i	i	i	i	i	i	i	i
CN(C)CCCNC(=O)c1cc2sc3ccccc3c2s1	i	-14	i	i	i	i	i	i	i	i	i
NC(=O)c1ccc(N2CCCCC2)c(N2C(=O)C3C4C=CC(C4)C3C2=O)c1 (centres undefined)	i	-10	i	i	i	i	i	i	i	i	i
CC1(C)CC(=O)c2sc(NC(=O)c3ccccc3)nc2C1	i	-14	/	i	i	i	i	i	i	/	i
COc1cc(/C=C2/NC(=O)N(Cc3ccccc3F)C2=O)cc(OC)c1O	i	-5	i	i	i	i	i	i	i	i	i
CN(CC(=O)OCC(=O)NCC(F)(F)F)S(=O)(=O)c1ccc(Cl)cc1	i	-3	i	i	i	i	i	i	i	i	i
O=S1(=O)N=C(N2CCN(c3ccc(F)cc3)CC2)c2ccccc21	i	-10	i	i	i	i	i	i	i	i	i
CC1(C)SC(=S)N(NC(=O)Nc2ccccc2)C1N(O)C(=O)Nc1cccc2ccccc12 (centres undefined)	i	-11	i	i	i	i	i	i	9*	i	i
CCC(=O)N1CCc2cc(S(=O)(=O)NCCC(=O)N3CCN(c4ccccc4)CC3)ccc21	i	-7	i	i	i	i	i	i	i	i	i

# (further entries)
canonical_smiles	RGS4 block	hERG rescue	KCNK3 inh	MrgX1 agonist	KCNK9 block	MrgX1 allo act	KCNQ1 pot	ANO1 block	KCNQ1 block	TMEM16A act	RGS4 act
CCN(C(=O)COC(=O)CN(C)S(=O)(=O)c1ccc(NC(C)=O)cc1)C1CCS(=O)(=O)C1 (centres undefined)	i	3	i	i	i	i	i	i	i	i	i
OCc1cccc(Nc2ncnc3sc4c(c23)CCCCC4)c1	i	-9	i	i	i	i	i	i	i	i	i
COc1cc(CNn2nnnc2N)cc(Br)c1OCC(=O)NC(C)(C)C	i	-4	i	i	i	i	i	i	i	i	i
COc1cc([N+](=O)[O-])ccc1NC(=O)CSc1nnc(C)c(C)n1	i	-10	i	i	i	i	i	i	i	i	i
CC(C)(C)OC(=O)NCCCC[C@H](NC(=O)c1nc[nH]c1C(=O)NC(c1ccccc1)c1ccccc1)C(=O)OC(C)(C)C	i	-11	i	i	i	i	i	i	i	i	i
CCN1CCCC1CNCc1cccc(OC)c1OCc1ccccc1 (centres undefined)	i	-8	i	i	i	i	i	i	i	i	i
Cc1ccc(-c2csc(NC(=S)NC(=O)/C=C/c3ccco3)n2)cc1	i	-12	i	i	i	i	i	i	i	i	i
Cc1ccc(N/N=C/c2ccncc2)cc1	i	-4	i	i	i	i	i	i	i	i	i
CN1CCC(N(C)S(=O)(=O)c2ccc(NC(=O)COc3ccc([N+](=O)[O-])cc3)cc2)CC1	i	-8	i	i	i	i	i	i	i	i	i
O=C(COC(=O)c1ccc(Br)cc1)NCCC1=CCCCC1	i	-12	i	i	i	i	i	i	i	i	i
O=C(Nc1ccc(Cl)cc1)Nc1nc(-c2ccccc2)cs1	i	-11	i	i	i	i	i	i	i	i	i
CCN(CC)S(=O)(=O)c1ccc(-c2nnc(SCC(N)=O)n2CC)cc1	i	-10	i	i	i	i	i	i	i	i	i
CCCOP(=O)(OCCC)C(Nc1cccc(C(F)(F)F)c1)c1ccc(C)cc1 (centres undefined)	i	-16	i	i	i	i	i	i	i	i	i
O=C(NC(=S)N1CCCCCC1)c1ccc(Cl)cc1Cl	i	7.0*	i	i	i	i	21*	i	i	i	i
O=C(CSc1ncccn1)N1CCN(S(=O)(=O)c2ccccc2)CC1	i	-13	i	i	i	i	i	i	i	i	i
Cc1cc(C)c2cc(C(O)c3nnnn3Cc3ccccc3)c(=O)[nH]c2c1 (centres undefined)	i	-3	i	i	i	i	i	i	i	i	i
Cc1ccc(Cn2c(C(=O)O)cc3sccc32)cc1	i	-5	i	i	i	i	i	i	i	i	i
COCC(=O)n1nc(NCc2ccc(OC)cc2)nc1NCc1ccc(OC)cc1	i	-11	i	i	i	i	i	i	i	i	i
Cc1cc(C)cc(NC(=O)c2cc(=O)c3ccccc3o2)c1	i	-12	i	i	i	i	i	i	i	i	i
O=C(Nc1cc(C(F)(F)F)ccc1N1CCOCC1)c1cn2ccccc2n1	i	-15	i	i	i	i	i	i	i	i	i
CCN(CC)S(=O)(=O)c1cc(-c2nnc(-c3ccc(Br)cc3)o2)ccc1Br	i	-4	-9.4*	i	i	i	i	i	i	i	i
COC(=O)c1sc2ncn(-n3c(C)ccc3C)c(=O)c2c1C	i	-8	i	i	i	i	i	i	i	i	i
O=C(Nc1ccc(F)c(Cl)c1)Nc1ccc(Cl)cn1	i	-9	i	i	i	i	i	i	i	i	i
CC(=O)Nc1sc(N/N=C/c2ccccc2F)nc1-c1ccc(C)cc1	i	-13	i	i	i	i	i	i	i	i	i
Fc1cccc(Cl)c1Cc1noc(/C=C/c2ccccc2)n1	i	1	i	i	i	i	i	i	i	i	i

# Later entries.
canonical_smiles	RGS4 block	hERG rescue	KCNK3 inh	MrgX1 agonist	KCNK9 block	MrgX1 allo act	KCNQ1 pot	ANO1 block	KCNQ1 block	TMEM16A act	RGS4 act
COc1ccc(N2C(=O)CC(Sc3nc(C)cc(C)c3C#N)C2=O)cc1 (centres undefined)	i	-9	i	i	i	i	i	i	i	i	i
CC1CCN(C(=O)c2cc(N3C(=O)C4C5CCC(C5)C4C3=O)ccc2Cl)CC1 (centres undefined)	i	-5	/	i	i	i	i	i	i	/	i
Cn1c(=O)c(C(=O)c2ccccc2)c(O)c2ccccc21	i	-3	i	i	i	i	i	i	i	i	i
CCCS(=O)(=O)c1nc(S(=O)(=O)c2ccc(C)cc2)c(NCCCn2ccnc2)s1	i	-8	i	i	i	i	i	i	i	i	i
CC(C)NC(=O)COC(=O)c1ccc(Cl)c(S(N)(=O)=O)c1	i	-11	i	i	i	i	i	i	i	i	i
COc1ccc(Cc2nnc(NC(=O)c3cccs3)s2)cc1	i	-6	i	i	i	i	i	i	i	i	i
CCn1cc(Cl)c(C(=O)Nc2ccc(OC)c(OC)c2)n1	i	-5	i	i	i	i	i	i	i	i	i
Cc1cc(NC(=O)COC(=O)C2COc3ccccc3O2)no1 (centres undefined)	i	-12	i	i	i	i	i	i	i	i	i
Cc1c(NC(=O)c2ccc(Br)s2)c(=O)n(-c2ccccc2)n1C	i	-14	i	i	i	i	i	i	i	i	i
COc1cccc(NC(=O)CN(C)C(=O)/C=C/c2cc(OC)ccc2OC)c1	i	-6	i	i	i	i	i	i	i	i	i
CCOc1ccc(-c2cc(CCCC(=O)Nc3cc(OC)ccc3OC)no2)cc1	i	-10	i	i	i	i	i	i	i	i	i
COc1ccc(OC)c(Nc2c3ccccc3nc3ccccc23)c1	i	-16	i	i	i	i	i	i	i	i	i
CCOC(=O)N1CCN(S(=O)(=O)N2CCCC(C(=O)NCCCN3CC(C)CC(C)C3)C2)CC1 (centres undefined)	i	-5	i	i	i	i	i	i	i	i	i
CCOC(=O)c1c(C)[nH]c(C(=O)CSc2nc(C)cc(C)n2)c1C	i	-9	i	i	i	i	i	i	i	i	i
COc1ccc(Nc2ccc(S(=O)(=O)N3CCCCCC3)cc2[N+](=O)[O-])cc1	i	-4	i	i	i	i	i	i	i	i	i
COc1ccc(CC2(CO)CCN(S(=O)(=O)c3cccc4cccnc34)CC2)cc1	i	-15	i	i	i	i	i	i	i	i	i
CC(C)C(C)(C#N)NC(=O)CN1C(=O)NC2(CCCc3ccccc32)C1=O (centres undefined)	i	-11	i	i	i	i	i	i	i	i	i
COc1cc(C(=O)NNc2nc3cc4c(cc3s2)OCO4)cc(OC)c1OC	i	-11	i	i	i	i	i	i	i	i	i
CCOC(=O)CSc1ccc(S(=O)(=O)N(C)C2CCCCC2)cc1[N+](=O)[O-]	i	-4	-10*	i	i	i	i	i	i	i	i

# Rows are unselected. Share with any hit: about 6.3%.
